Assay outcomes (PubChem BioAssay)
WRN inhibitor: qHTS for Inhibitors of WRN Helicase; Bifunctional 3'-5' exonuclease/ATP-dependent helicase WRN (Homo sapiens), Q14191; WRN helicase unwinding, fluorescent forked duplex, kinetic; Potency, µM (doses to about 114 µM), inactives show at the highest dose activity change, negative = inhibition, most hits filed as inhibitors; 360,000 tested, 0.46% active; further: potency means the concentration at half of the fitted maximal effect; on the % scale 0 is the no-effect control and ±100 the full control effect; nearly all actives have a fitted effect of over 55% in size
Target sequence (Q14191 whole entry, looked up): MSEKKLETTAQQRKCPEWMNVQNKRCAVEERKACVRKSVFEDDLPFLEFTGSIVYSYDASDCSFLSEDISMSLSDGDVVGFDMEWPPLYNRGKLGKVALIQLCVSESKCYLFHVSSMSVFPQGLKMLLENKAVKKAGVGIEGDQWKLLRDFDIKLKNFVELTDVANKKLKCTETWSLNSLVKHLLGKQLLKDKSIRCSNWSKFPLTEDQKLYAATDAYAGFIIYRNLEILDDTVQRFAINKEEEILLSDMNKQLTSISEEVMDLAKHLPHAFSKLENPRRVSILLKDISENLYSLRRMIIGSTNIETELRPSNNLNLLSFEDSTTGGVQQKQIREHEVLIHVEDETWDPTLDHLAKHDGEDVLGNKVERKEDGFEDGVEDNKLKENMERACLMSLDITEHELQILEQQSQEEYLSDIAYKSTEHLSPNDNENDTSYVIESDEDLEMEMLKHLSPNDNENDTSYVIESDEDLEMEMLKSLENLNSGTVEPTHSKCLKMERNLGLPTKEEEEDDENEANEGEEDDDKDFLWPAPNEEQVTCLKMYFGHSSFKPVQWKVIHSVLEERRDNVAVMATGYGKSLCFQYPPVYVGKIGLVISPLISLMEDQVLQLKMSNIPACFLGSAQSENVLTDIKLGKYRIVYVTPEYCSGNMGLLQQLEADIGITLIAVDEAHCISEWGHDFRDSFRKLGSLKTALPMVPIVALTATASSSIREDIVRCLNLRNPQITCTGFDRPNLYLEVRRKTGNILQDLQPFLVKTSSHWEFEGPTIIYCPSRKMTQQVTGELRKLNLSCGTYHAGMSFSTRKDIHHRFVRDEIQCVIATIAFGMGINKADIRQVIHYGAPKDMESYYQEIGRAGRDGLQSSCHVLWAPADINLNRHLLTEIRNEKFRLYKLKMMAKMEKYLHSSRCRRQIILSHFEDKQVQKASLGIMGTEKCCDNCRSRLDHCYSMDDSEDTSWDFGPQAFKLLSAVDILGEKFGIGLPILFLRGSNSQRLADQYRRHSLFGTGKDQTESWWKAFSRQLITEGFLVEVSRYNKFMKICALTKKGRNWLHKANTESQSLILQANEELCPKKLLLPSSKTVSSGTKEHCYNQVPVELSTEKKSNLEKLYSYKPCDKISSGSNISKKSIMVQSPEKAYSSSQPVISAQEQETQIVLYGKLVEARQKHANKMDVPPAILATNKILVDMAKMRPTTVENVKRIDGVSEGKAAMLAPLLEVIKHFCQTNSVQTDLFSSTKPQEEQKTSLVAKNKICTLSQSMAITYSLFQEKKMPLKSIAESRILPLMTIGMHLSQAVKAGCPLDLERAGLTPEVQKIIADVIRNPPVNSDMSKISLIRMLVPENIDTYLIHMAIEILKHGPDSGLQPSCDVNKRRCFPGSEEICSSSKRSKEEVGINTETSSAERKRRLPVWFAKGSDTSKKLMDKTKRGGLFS
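Screening of the MLSMR collection measured strand separation of a quenched forked DNA duplex (100 nM) by 20 nM WRN with 2 mM ATP, all final. Compounds were preincubated with enzyme 15 min at room temperature.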
PLK1 PBD block: qHTS for Inhibitors of PLK1-PDB (polo-like kinase 1 - polo-box domain): Primary Screen. Serine/threonine-protein kinase PLK1 (Homo sapiens), P53350. Plk1 PBD binding of FITC phosphopeptide, fluorescence polarization. Potency, µM, inactives show max response, negative = inhibition, actives largely listed as inhibitors. 360,000 tested, 2.8% active; further: potency means the concentration at half of the fitted maximal effect; series mostly up to about 57 µM; on the % scale 0 is the no-effect control and ±100 the full control effect; nearly all actives have a fitted effect of over 65% in size
Abeta yeast res: qHTS for compounds that reverse cellular toxicity of Amyloid beta (A-beta) peptide in yeast: Primary Screen; yeast expressing A-beta42, growth rescue, OD600, 48 h; response scale: 0% DMSO, 100% iron-clioquinol control; Potency, µM (titrated, usually from 46.1 µM), for inactives: top-dose growth rescue, most hits filed as activators; 410,000 tested, 0.063% active; AID 1347071, 2019; further: potency means the concentration at half of the fitted maximal effect; nearly all actives have a fitted effect of over 55% in size
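Yeast growth medium received pinned compounds, then yeast cells expressing toxic A-beta were added; plates incubated at 30 C for 48 hr. Growth read as absorbance at 600 nm, normalized to DMSO and equimolar FeCl3 plus clioquinol controls.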
PI5P4K alpha inh: qHTS for Inhibitors of phosphatidylinositol 5-phosphate 4-kinase (PI5P4K) | max response, % | PI5P4Kalpha enzyme, ADP-Glo luminescence, 60 min; active compounds read low | 330,000 tested, 1.2% active | Phosphatidylinositol 5-phosphate 4-kinase type-2 alpha (Homo sapiens), P48426 | AID 652105, 2013; active means max response of -50% or lower; inconclusive means between -30% and -50%; inactive means -30% or higher; further: value at the top dose of about 77 µM; on the % scale 0 is the no-effect control and ±100 the full control effect
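Luminescence from ADP-Glo served as readout of PI5P4Kalpha activity in a qHTS format. Reaction: enzyme, substrate, compound, ATP at 5 microM final, 60 min at RT.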
FUS suppressor: qHTS for Suppressors of FUS Proteinopathy: Primary screen using FUS-linked yeast assay. S. cerevisiae FUS-expressing, growth rescue, OD600, 24 h. Potency, µM (titrated, usually from 76.6 µM), without a hit: at the highest dose growth rescue (activation), hits mostly activators. 390,000 tested, 0.24% active;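 further: potency means the concentration at half of the fitted maximal effect; plate controls were DMSO vehicle for no effect and reference control for full effect; nearly all actives have a fitted effect of over 55% in size; some results filed as inactive show a strong effect at the top dose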
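Toxicity suppression screen in FUS-yeast. Cells induced with 2% galactose, starting OD 0.005, treated 24hr at 30C with compounds at multiple final concentrations; growth by OD600.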
EPAC1 ag: qHTS for Agonist of cAMP-regulated guanine nucleotide exchange factor 3 (EPAC1): primary screen. Potency, µM (series often up to 154 µM), for inactives: at the top dose activation, hits mostly activators. EPAC1 agonist qHTS, biochemical assay; response scale: 100% = response to 6.5 mM cAMP. 360,000 tested, 0.073% active; further: potency means the concentration at half of the fitted maximal effect; nearly all actives have a fitted effect of over 60% in size
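Nucleotide exchange by EPAC1 (100 nM) on Rap1B–BODIPY-GDP (250 nM) in the presence of 50 uM GDP is tracked fluorescently at 480/540 nm over 30 min. Signals are normalized to a 6.5 mM cAMP control.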
EPAC1 antag: qHTS for Antagonist of cAMP-regulated guanine nucleotide exchange factor 3 (EPAC1): primary screen | Rap guanine nucleotide exchange factor 3 (Homo sapiens), O95398 | EPAC1 GEF assay, Rap1b-BODIPY-GDP exchange fluorescence | Potency, µM (doses to about 115 µM), inactives show at the highest dose activity change, negative = inhibition, actives largely listed as inhibitors | 360,000 tested, 0.14% active | AID 720709, 2013;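 further: potency means the concentration at half of the fitted maximal effect; plate controls were vehicle for no effect and positive control for full effect; nearly all actives have a fitted effect of over 50% in size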
aSyn rescue: qHTS of alpha-syn Inhibitors; Yeast expressing alpha-synuclein, growth rescue, BacTiter-Glo, 24 h; AID 652106, 2013; Potency, µM (top dose mostly 46.1 µM), without a hit: at the highest dose growth rescue (activation), usual class: activators; 370,000 tested, 0.14% active; further: potency means the concentration at half of the fitted maximal effect; % of control where 0% means no effect; nearly all actives have a fitted effect of over 65% in size
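Readout is rescue of growth in alpha-synuclein-expressing yeast, so inhibitors of toxicity appear as activators. Growth after 24 hr at 30 deg C in galactose medium is quantified by luminescence.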
IL2 activator: qHTS of IL-2 Activators; IL-2 activation reporter assay, cell-based qHTS; stimulated with anti-CD3/CD4/CD28 beads; in transgenic mouse T cells; AID 652025, 2013; 360,000 tested, 0.065% active; activation, % (series mostly up to about 46 µM); in the data active means activation above about 50%; inconclusive means mostly about 30% to 49%; further: 0% is about no effect
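Quantitative HTS in unstimulated transgenic mouse T cells, with memory T cells as non-tolerant control and PMA/ionomycin as tolerance-bypass control. Compound pretreatment lasted 60 minutes before 18 h bead stimulation; EGFP/DsRed fluorescence read.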
An asterisk follows results filed as active; u = inconclusive; x = no result given; [ ] = another dose, or the depositor's remark. Unless noted, the call rests on the fitted dose curve; in most records, active means well fitted curve in the direction sought with a large enough effect; inconclusive means small, poorly fitted or top-dose-only effect, or another doubt; inactive means no such curve, though single readings can be large; an effect the other way counts as inactive or inconclusive.

SMILES | WRN inhibitor | PLK1 PBD block | Abeta yeast res | PI5P4K alpha inh | FUS suppressor | EPAC1 ag | EPAC1 antag | aSyn rescue | IL2 activator
Cc1ccc(C(=O)Nc2cc([N+](=O)[O-])ccc2C)cc1 | -6%[57.1 µM] | -1% | -10% | 8 | 9% | 0% | -1% | 1% | -1.9
c1ccc(-c2noc(C3CCCCC3)n2)nc1 | 3% | 0% | -6% | 1 | 2% | 3% | 0% | -3% | 1.2
C[C@@H](NC(=O)c1cc2c([nH]c3ccccc32)c(-c2ccccc2)n1)C(=O)O | -2% | u | 7% | -6 | -5% | -8% | -21% | -1% | 0.1
C/C(=N\NC(=O)c1ccn(C)n1)c1ccc(NC(=O)c2cccc(F)c2)cc1 | 0% | -8% | 0% | 0 | 18% | 3% | -4% | -6% | -5.1
COc1cc(NC(=O)C2CCC(=O)N2S(=O)(=O)c2ccc(C)cc2)cc(OC)c1 (configuration not stated) | 9% | -1% | 6% | -3 | 19% | 4% | -4% | 5% | -0.2
C=CCN1C(=O)/C(=C/C(=O)OC)S/C1=N\NC(=O)c1ccccc1 | -5% | -6% | 7% | -7 | 1% | 2% | 3% | 1% | -1.8
Cc1cc(C)c(C#N)c(SCc2c(F)cccc2[N+](=O)[O-])n1 | -6% | -9% | -1% | -3 | x | -1% | -14% | 16% | -3.6
COc1cc(/C=C/C(=O)O)cc(S(=O)(=O)Nc2ccccc2Cl)c1OC | u | -8% | 2% | -29 | x | 2% | -13% | 10% | -0.4
CNC(=S)N/N=C(\C)c1ccc(Cl)s1 | 4% | -4% | u | -8 | 4% | -2% | -12% | -9% | -0.6
CCCCn1c(N)c(N(CC(C)C)C(=O)CC2CCCCC2)c(=O)[nH]c1=O | -12% | -7% | 1% | 9 | u | -16% | -7% | -4% | 0.3
CCOC(=O)CSc1nnc(-c2cccnc2)o1 | -3% | 1% | 14% | -6 | -7% | 10% | 3% | 4% | -0.3
Cc1ccc(-n2ncc3c(=O)[nH]c(SCC(=O)N4CCOCC4)nc32)cc1 | -3% | -1% | 3% | 0 | 3% | 5% | 0% | -3% | -1.7
OC1CN=C2CCCc3c2n(c2ccc(Cl)cc32)C1 (configuration not stated) | 16% | -29% | -5% | -7 | 54% | 1% | 6% | -9% | 0.8
COc1ccc(CCNC(=O)c2c(-c3ccccc3Cl)noc2C)cc1 | -7% | -2% | -13% | x | 0% | 9% | 10% | 13% | 2.7
O=C(COC(=O)/C=C/c1ccccc1)Nc1cccc(Oc2ccccc2)c1 | -8% | -2% | 1% | 3 | -2% | 3% | u | 0% | -1.4
COCCN(CC(=O)NCc1ccc(F)cc1)C(=O)CCC(=O)Nc1ccccn1 | 9% | -13% | 1% | -2 | -13% | 5% | -9% | -4% | -0.3
O=c1[nH]c(C2CCN(S(=O)(=O)c3ccc4c(c3)OCCO4)CC2)nc2c1nnn2Cc1ccccc1 | u | -14% | -4% | 1 | u | 5% | -30% | -4% | -4.0
COc1cccc(NC(=O)Cn2c3ccc(F)cc3c3nc4n(c(=O)c32)CCS4)c1 | 6% | -3% | 5% | -7 | 0% | -5% | -14% | 0% | 5.0
CC(OC(=O)CNC(=O)c1ccc(Cl)c([N+](=O)[O-])c1)C(=O)NCc1ccco1 (configuration not stated) | -12% | 4% | -2% | -12 | 9% | 0% | -9% | -3% | 1.9
O=C(Oc1ccccc1C(=S)N1CCOCC1)c1ccc([N+](=O)[O-])cc1[N+](=O)[O-] | -1%[57.1 µM] | -27% | -26% | -6 | -14% | 7% | -13% | 12% | 0.0

Reformatted with two lines to a compound: 2 of the compounds above.
Every second line gives: WRN inhibitor	PLK1 PBD block	Abeta yeast res	PI5P4K alpha inh	FUS suppressor	EPAC1 ag	EPAC1 antag	aSyn rescue	IL2 activator
> C[C@@H](NC(=O)c1cc2c([nH]c3ccccc32)c(-c2ccccc2)n1)C(=O)O
    -2%	u	7%	-6	-5%	-8%	-21%	-1%	0.1
> OC1CN=C2CCCc3c2n(c2ccc(Cl)cc32)C1 (configuration not stated)
    16%	-29%	-5%	-7	54%	1%	6%	-9%	0.8

(continued)
SMILES | WRN inhibitor | PLK1 PBD block | Abeta yeast res | PI5P4K alpha inh | FUS suppressor | EPAC1 ag | EPAC1 antag | aSyn rescue | IL2 activator
CCCNC(=O)c1csc(Nc2cccc3ccccc23)n1 | -9% | -6% | -4% | 0 | 0% | -1% | -7% | -34%[inhibitor] | -1.3
CCOCCCNC(=O)C1(O)c2ccccc2NC(=O)N1c1ccc(C)c(C)c1 (configuration not stated) | 0% | -4% | -4% | 0 | -29% | -4% | 1% | 0% | 1.4
CN(Cc1ccc(Cl)cc1Cl)C(=O)CNC(=O)c1ccc2c(c1)OCO2 | -4% | -5% | -12% | 4 | 15% | 3% | -5% | 0% | -0.2
Cc1c(Cc2ccc3c(c2)OCO3)sc(NC(=O)c2ccc3ccccc3c2)c1C(N)=O | -6% | 13µM* | -1% | -7 | -16% | 0% | -6% | 4% | -2.7
COc1ccc(NC2CCCN(C(=O)CCN3CCCC3=O)C2)cc1 (configuration not stated) | 5% | -15% | 2% | -4 | -6% | -13% | -21% | 0% | 0.1
COc1ccc(N(CC(=O)Nc2ccc3c(c2)OCCO3)S(=O)(=O)c2cccnc2)cc1 | 5% | 2% | -34%[inhibitor] | -7 | 16% | 5% | -5% | 0% | -4.7
COc1cccc(-c2nc(C=O)cs2)c1 | -2% | -15% | -10% | 3 | -11% | -2% | -7% | -2% | -0.8
CCOC(=O)[C@@H]1[C@H]2COc3ccccc3[C@@H]2N2C(=O)N(c3ccc(C)cc3)C(=O)[C@]12C | 10% | 4% | -17% | 0 | 24% | 10% | -11% | 1% | -0.6
CCCOc1ccc(N2C(=O)CC(N(CCOC34CC5CC(CC(C5)C3)C4)C(C)=O)C2=O)cc1 (configuration not stated) | 0% | -6% | 0% | -2 | 29% | -1% | -1% | 11% | -0.3
CC(CN1CCOCC1)OC(=O)c1ccc(Cl)cc1Cl (configuration not stated) | 4% | -7% | -13% | 4 | -2% | 9% | -16% | 2% | 1.1
Clc1ccc(-c2nc3ccncc3[nH]2)cc1 | -20%[57.1 µM] | 8.4µM* | -33%[inhibitor] | -15 | 5% | -16% | 21% | -25% | -0.1
O=C(Nc1nnc(Cc2ccc([N+](=O)[O-])cc2)s1)Nc1ccccc1F | 5% | 9% | 2% | -5 | u | 2% | 3% | 6% | -0.4
CSc1nc(NS(=O)(=O)c2cc(C)c(Cl)cc2Cl)nn1C | 4% | 3% | 2% | 1 | -14% | -1% | -12% | 14% | -0.3
Cc1cccc(-n2cc(C#N)c(=O)[nH]c2=O)n1 | 3% | 2% | -9% | 0 | -12% | 5% | 1% | 2% | -1.4
Cc1cc(C)nc(NC(=O)CCC2CCCC2)c1 | 3% | -6% | 8% | 2 | 8% | 1% | -21% | -8% | 0.1
C=CCN(c1nc(C)cc(OC)n1)S(=O)(=O)c1ccccc1 | -7% | -12% | -22% | -6 | -4% | 6% | -12% | -5% | -0.9
O=C(CSc1nnc(-c2cccnc2)n1Cc1ccccc1)NCc1ccccc1 | -4% | 0% | 27% | 0 | 9% | 0% | -12% | 3% | 1.6
CCOc1ccccc1Oc1c(C)oc2cc(OC(=O)N3CCOCC3)ccc2c1=O | -2% | -8% | 18% | -6 | -8% | -1% | -6% | 3% | -2.7
CCOc1ccc(C(=O)/C=C/Nc2ccc(S(=O)(=O)Nc3onc(C)c3C)cc2)cc1 | -33% | -27% | -39%[inhibitor] | 1 | x | 4% | -2% | -3% | -0.7
COC(=O)N/N=C/c1cc(Cl)cc(Cl)c1OCc1ccc(F)cc1 | 1% | -5% | 5% | -1 | x | -12% | -8% | 5% | -2.7

4 compounds from above, showing only aSyn rescue:
canonical_smiles	aSyn rescue
O=C(Nc1nnc(Cc2ccc([N+](=O)[O-])cc2)s1)Nc1ccccc1F	6%
CSc1nc(NS(=O)(=O)c2cc(C)c(Cl)cc2Cl)nn1C	14%
Cc1cccc(-n2cc(C#N)c(=O)[nH]c2=O)n1	2%
Cc1cc(C)nc(NC(=O)CCC2CCCC2)c1	-8%

Next part.
SMILES | WRN inhibitor | PLK1 PBD block | Abeta yeast res | PI5P4K alpha inh | FUS suppressor | EPAC1 ag | EPAC1 antag | aSyn rescue | IL2 activator
Cc1ccc(CN2CCN(Cc3cccn3-c3ccccn3)CC2CCO)o1 (configuration not stated) | 4% | -9% | -10% | -1 | -1% | -3% | 26% | -1% | -2.5
Cc1cc(C(=O)OCC(=O)NCc2ccc(Cl)cc2Cl)c(C)o1 | 8% | -6% | 0% | -7 | 15% | -5% | 14% | -5%[1.84 µM] | 0.1
COc1ccc(CN2C(=O)C(CC(=O)NC3CCCCC3)CC(C(=O)N(C)C)=C2C)cc1 (configuration not stated) | 8% | 4% | -3% | 1 | 10% | -6% | 18% | 3.5µM* | -0.3
FC(F)(F)c1cccc(N2CCc3cn[nH]c32)c1 | -11% | -1% | -90%[inhibitor] | 10 | 21% | -3% | -3% | -30% | 0.0
CCc1cc2c(=O)c(-c3nc(C)cs3)c(CCCC(=O)O)oc2cc1O | -9% | -6% | -13% | -3 | 20% | 2% | -11% | 1% | -0.6
C=CCn1c(=O)/c(=C/c2ccc(Cl)cc2)s/c1=C(/C#N)c1nnc2n1CCCCC2 | 22% | -4% | -87%[inhibitor] | x | 9% | 1% | 12% | 9% | -0.7
COc1ccc(N2CC(O)(c3ccc(OC(F)F)cc3)[N+]3=C2CCCC3)cc1 (configuration not stated) | 2% | -19% | 9% | 1 | 2% | 6% | -18% | -2% | -0.3
COCc1n[nH]c(=S)n1-c1cccc2ccccc12 | 9% | -7% | 10% | x | -1% | -1% | 6% | -5% | -1.2
